pPAFAH FP inh = inhibitors of human plasma PAF acetylhydrolase (pPAFAH); Q13093; recombinant pPAFAH, FP-rhodamine probe fluorescence polarization; inhibition, % at 3.39 µM; 330,000 tested, 1.5% active;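 active means inhibition above the mean inhibition across the screen plus 3 SD, cut at about 25% in these data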;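 further: inhibitors block binding of the rhodamine activity-based probe so polarization drops; 0% = enzyme with DMSO and 100% = wells lacking pPAFAH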
LYPLA1 counter = blocks human lysophospholipase 1, a PME1 counter-screen; recombinant LYPLA1, FP-Rh probe fluorescence polarization; inhibition, % at 5.9 µM; 320,000 tested, 0.16% active; AID 2174;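 active means inhibition above the mean of all tested compounds plus 3 SD, set per campaign, cut at about 14% in these data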;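 further: inhibitors block serine hydrolase probe labeling of LYPLA1 so polarization falls; 0% = enzyme with DMSO and 100% = wells lacking LYPLA1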
PAD4 inh = inhibitors of human PAD4; Q9UM07; recombinant PAD4, RCA probe fluorescence polarization; inhibition, % at 6.36 µM; 330,000 tested, 0.41% active;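 active means percent inhibition above a cutoff equal to the mean of all tested compounds plus 3 SD, cut at about 15% in these data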;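 further: 0% = PAD4 with RCA probe and DMSO and 100% = probe without PAD4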
Target sequence (Q9UM07 whole entry, looked up): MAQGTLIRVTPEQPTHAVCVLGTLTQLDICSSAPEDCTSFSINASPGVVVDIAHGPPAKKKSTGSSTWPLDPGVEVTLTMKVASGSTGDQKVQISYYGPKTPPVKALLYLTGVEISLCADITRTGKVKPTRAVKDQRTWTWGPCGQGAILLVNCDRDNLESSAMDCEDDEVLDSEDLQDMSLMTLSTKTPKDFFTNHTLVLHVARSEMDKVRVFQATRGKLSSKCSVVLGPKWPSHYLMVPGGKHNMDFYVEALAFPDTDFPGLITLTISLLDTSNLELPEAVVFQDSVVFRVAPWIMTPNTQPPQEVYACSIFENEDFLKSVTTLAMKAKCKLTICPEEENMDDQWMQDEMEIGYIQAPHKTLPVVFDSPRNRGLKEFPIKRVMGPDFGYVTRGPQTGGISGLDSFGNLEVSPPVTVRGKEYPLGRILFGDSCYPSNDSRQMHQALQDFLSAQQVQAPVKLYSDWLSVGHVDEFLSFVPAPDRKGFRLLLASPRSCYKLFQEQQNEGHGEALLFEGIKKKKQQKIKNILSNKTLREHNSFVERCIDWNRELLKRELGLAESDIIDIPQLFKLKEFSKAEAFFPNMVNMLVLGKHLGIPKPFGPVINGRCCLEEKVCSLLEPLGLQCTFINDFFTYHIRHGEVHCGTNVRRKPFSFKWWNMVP
GSTO1 inh = blocks human GSTO1 in RBBP9 counter-screen | P78417 | recombinant GSTO1, activity-based probe fluorescence polarization | inhibition, % at 5.96 µM | 300,000 tested, 1.1% active;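 active means inhibition above the campaign mean inhibition plus 3 SD, cut at about 35% in these data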;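 further: 0% = GSTO1-1 with DMSO and 100% = wells lacking GSTO1-1 enzyme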
LYPLA2 counter = counter-screen for PME1 inhibitors: inhibitors of human LYPLA2; inhibition, % at 5.9 µM; recombinant LYPLA2, FP-Rh probe fluorescence polarization; AID 2177; 320,000 tested, 0.38% active;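 active means inhibition above the screen-wide mean plus 3 SD, limit set per campaign, cut at about 26% in these data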;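 further: 0% = LYPLA2 with DMSO and 100% = wells lacking LYPLA2 enzyme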
PME-1 primary = PME-1 (human) inhibition | Q9Y570 | recombinant PME-1, FP-Rh probe fluorescence polarization | inhibition, % at 5.9 µM | 320,000 tested, 0.53% active | AID 2130;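 active means inhibition above the campaign mean of all compounds plus 3 SD, cut at about 26% in these data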;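 further: competitive labeling of PME-1 active site by serine hydrolase directed probe; 0% = PME-1 with DMSO and 100% = wells lacking PME-1 enzyme; inhibitors block probe labeling so polarization falls and inhibition rises; many of its hits are not listed in these tables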
PAFAH1B3 inh = blocks human PAF acetylhydrolase 1B catalytic subunit 3. 340,000 tested, 0.28% active. recombinant PAFAH1B3, FP-rhodamine probe, fluorescence polarization. inhibition, % at 3.39 µM;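 active means inhibition above the screen-wide average of all tested compounds plus 3 SD, cut at about 25% in these data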;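 further: 0% = enzyme with DMSO only and 100% = wells lacking PAFAH1B3 protein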
PAFAH2 FP inh = inhibitors of human PAFAH2; AID 492956; Q99487; 340,000 tested, 0.99% active; inhibition, % at 3.39 µM; recombinant PAFAH2, FP-rhodamine activity probe, fluorescence polarization;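 active means inhibition above the mean over all tested compounds plus 3 SD, cut at about 30% in these data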;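 further: inhibitors block probe labeling of enzyme so polarization drops; 0% = enzyme with DMSO and 100% = wells lacking PAFAH2 protein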
PAFAH1B2 FP inh = blocks human PAF acetylhydrolase 1b catalytic subunit 2; P68402; recombinant PAFAH1B2, FP-rhodamine activity probe, fluorescence polarization; inhibition, % at 3.39 µM; 340,000 tested, 1.2% active; AID 492953;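 active means inhibition above the mean of all tested compounds plus 3 SD, cut at about 24% in these data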;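 further: 0% = enzyme with DMSO and 100% = wells lacking PAFAH1B2; many of its hits are not listed in these tables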
Target sequence (P68402 whole entry, looked up): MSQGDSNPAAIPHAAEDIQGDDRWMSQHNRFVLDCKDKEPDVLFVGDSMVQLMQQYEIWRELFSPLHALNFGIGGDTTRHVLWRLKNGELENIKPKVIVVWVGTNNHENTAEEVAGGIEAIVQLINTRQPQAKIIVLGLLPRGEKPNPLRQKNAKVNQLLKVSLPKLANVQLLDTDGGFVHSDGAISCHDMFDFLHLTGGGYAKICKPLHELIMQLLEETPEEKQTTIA
Starred values were filed as active, the others as inactive; · = not tested or not shown. Not all compounds are listed (hit frequency here may not be typical).

SMILES	pPAFAH FP inh	LYPLA1 counter	PAD4 inh	GSTO1 inh	LYPLA2 counter	PME-1 primary	PAFAH1B3 inh	PAFAH2 FP inh	PAFAH1B2 FP inh
CC(=O)CSc1nc2cc3c(cc2cc1C#N)OCCO3	0.6	2.3	1.7	2.0	0.8	22.9	5.8	0.1	0.0
COc1cccc(/C=N/N2CCN(c3ccc(Cl)cc3)CC2)c1OC	5.0	-6.8	-5.4	-8.6	-4.7	-6.4	5.0	-0.2	33.4*
CC(=O)N1c2ccc(S(=O)(=O)N3CCC(C(=O)NCc4ccccc4Cl)CC3)cc2CC1C (stereo not given)	0.8	-0.2	4.9	-1.7	2.2	6.2	-1.9	-1.3	-2.0
COc1ccc(-c2csc(NC(=O)CN3C(=O)NC4(CCCC4)C3=O)n2)c(OC)c1	1.6	0.1	-0.1	3.4	-0.8	0.8	7.7	1.2	-0.8
CC1(C)CC(=O)C=C(c2cc3ccccc3s2)C1	6.0	-4.0	1.6	0.7	-5.8	-4.1	-4.2	6.6	6.2
Cc1onc(-c2ccccc2Cl)c1C(=O)NCc1nnnn1-c1ccc(F)cc1	1.9	-1.2	0.2	2.2	-6.4	0.4	3.5	2.3	0.4
CCN(CC)S(=O)(=O)c1ccc(C)c(NC(=O)CN(C)C)c1	4.6	-1.1	3.6	4.2	0.7	-1.0	-1.5	1.2	0.2
Brc1ccc(C2=Nn3c(nnc3-c3cccnc3)SC2)s1	-2.2	-1.3	-7.4	0.1	7.0	-0.5	7.0	10.6	4.5
COc1ccc(CN(C(=O)c2snc(C(N)=O)c2N)C(C(=O)NC2CCCC2)c2ccc(OC)cc2)cc1 (stereo not given)	3.3	-5.6	2.1	5.2	-3.6	-2.6	1.3	4.9	-3.7
O=C(CNCc1ccccn1)N1CCc2ccccc2C1	2.5	1.1	0.9	3.9	0.9	-6.8	8.1	-0.5	2.5
CCCN=C1N(C)C[C@@H]2[C@@H]3C(=O)N(C)C(=O)[C@@H]3[C@](Cc3ccccc3)(C(=O)OC)N12	2.3	·	5.2	·	·	·	0.5	4.8	-0.9
Cc1c(NC(=O)CN2C(=O)NC3(CCCC3)C2=O)c(=O)n(-c2ccccc2)n1C	-3.1	1.8	-2.3	7.4	-0.4	0.2	-3.5	-2.8	-2.1
COc1ccc(S(=O)(=O)N2CCCC(C(=O)N3CCOCC3)C2)cc1Cl (stereo not given)	5.4	-2.6	-4.3	7.2	2.5	-0.3	7.7	-0.5	0.2
O=C(Nc1ccc2c(c1)OCCO2)C1CCN(C(=O)c2ccc(Br)cc2)CC1	3.8	-1.7	-0.6	-6.7	14.2	0.4	-0.8	-2.1	-0.5
C=CCn1cnnc1SCC(=O)N(C1CCCCC1)C1CCS(=O)(=O)C1 (stereo not given)	1.4	·	-0.7	·	·	·	1.9	-7.0	4.3
CCOc1ccc(C(CC(=O)O)NC(=O)C(Sc2ccccc2)c2ccccc2)cc1 (stereo not given)	3.4	-0.3	-7.2	2.2	-1.6	0.5	·	·	·
CCN(CC(=O)Nc1cccc(OC)c1)CC(=O)Nc1ccc(C)cc1Cl	1.6	0.8	3.2	-1.9	-0.6	1.0	3.6	4.9	1.7
COc1cc(NCCCCCCCN)c2ncccc2c1	2.8	0.3	26.8*	45.5*	0.7	-3.2	15.2	-1.2	6.7
Cc1ccc(-n2nc3c(=O)n(CCCC(=O)N4CCC(C(N)=O)CC4)nc(C)c3c2C)cc1	-1.4	4.9	-4.4	6.3	4.1	0.1	5.4	1.4	0.6
Cc1ccc2cc(C)c3nnc(SCc4ccc(C(=O)O)cc4)n3c2c1C	-4.1	-0.2	7.2	0.7	-3.6	-3.8	7.4	-1.4	2.2
CC(C)NCC(O)COCCOc1ccc(C(C)(C)C)cc1 (stereo not given)	3.3	0.9	0.7	-2.3	4.2	-1.9	9.2	3.3	11.0
NC(=O)c1c(NC(=O)C2CCCO2)sc2c1CCC2 (stereo not given)	7.5	0.5	-3.1	0.3	1.3	1.1	-7.0	3.6	2.0
Cc1nn(CC(=O)N2CCN(c3cccc(C(F)(F)F)c3)CC2)c(=O)c2cccn12	3.3	1.4	6.3	-1.2	7.1	-1.8	7.7	5.3	0.1
O=C(Nc1ccc(-c2cn3ccccc3n2)cc1)c1cccs1	1.6	-4.5	-5.2	-5.8	-3.1	-5.6	-0.4	3.5	4.3
COCCOC(=O)C1=C(C)NC(C)=C(C(=O)OCCOC)C1/C=C/c1ccccc1OC	-3.2	-2.7	2.2	2.2	-15.8	-0.5	7.1	-1.1	5.0
COc1ccccc1C1C(C(N)=O)=C(C)Nc2ncnn21 (stereo not given)	0.9	3.7	4.6	-2.4	6.5	-4.8	9.4	1.8	-0.9
Cc1cc(=O)[nH]c2n[nH]c(-c3ccccc3)c12	0.0	-0.9	2.7	-3.3	1.7	5.1	1.4	5.3	1.1
CC1C=CCC2C(=O)N(c3cccc(C(=O)Nc4ccc(Br)cc4)c3)C(=O)C12 (stereo not given)	-6.5	-20.0	-1.3	-2.5	-21.8	-4.5	1.3	-4.8	-6.1
COc1cccc(/C=C/c2ccc3cccc(O)c3n2)c1OC	0.1	-9.7	0.6	18.4	-0.4	-0.7	11.8	1.2	8.3
CCc1ccc(OCC(=O)NC(=S)Nc2ccc(C(=O)O)cc2)cc1	-0.2	0.2	1.1	0.0	0.3	-22.6	-1.1	2.7	5.0
CCOc1c(OC)cc(C2C(C#N)=C(N)Oc3n[nH]c(-c4ccncc4)c32)cc1OC (stereo not given)	2.5	-0.4	-7.3	7.6	2.2	0.4	2.9	-5.0	0.2
Cc1cc(NS(=O)(=O)c2cccs2)no1	0.6	-0.8	-3.1	4.0	3.5	-0.8	-4.7	-7.8	0.5
CCN(CC)S(=O)(=O)c1ccc(-c2nnc3sc4cccc(C)c4n23)cc1	1.3	3.0	-7.2	4.1	9.9	-4.3	6.2	0.3	7.4
CC(C)(C)c1cc(CN2CCN(CCC#N)CC2)cc(C(C)(C)C)c1O	2.9	-0.9	-4.1	-12.9	-1.5	3.6	6.2	-4.2	1.5
COc1ccc(CN2CCC(C(=O)c3ccc(Cl)cc3)CC2)cc1	1.1	-0.2	-3.0	-2.5	2.4	1.8	4.8	-10.6	-0.1
CCCC(c1nnnn1Cc1cccs1)N1CCN(C2CCCC2)CC1 (stereo not given)	-7.8	1.8	-3.4	-4.2	6.3	-9.5	6.9	4.0	5.8
CCOC(=O)C1=C(c2ccccc2)OC(N)=C(C#N)C1c1ccncc1 (stereo not given)	-0.9	-2.5	1.9	2.0	-1.5	1.7	8.3	-17.3	-0.7
O=C(Nc1cccc(Cl)c1)N1CCCCCC1	-2.9	4.9	2.8	2.4	6.1	-0.5	6.1	-5.9	0.7
Cc1cccc(C(C)C)c1NC(=O)C1CCN(S(=O)(=O)c2ccccc2)CC1	4.0	3.2	1.4	-4.2	-3.9	0.2	3.2	-4.4	5.8
COc1cccc(-c2nc(Cc3ccc(OC)c(OC)c3)no2)c1	7.0	-5.6	3.5	-3.9	-1.4	5.5	10.8	2.8	0.1
CC(/C=N/n1c(COc2ccccc2)n[nH]c1=S)=C\c1ccccc1	2.8	0.7	-0.1	-6.4	3.8	12.2	8.0	-1.3	11.8
O=C(COC(=O)c1ccccc1F)NC1CCCC1	15.8	-3.3	-3.7	-3.3	-5.1	4.0	4.4	64.0*	3.5
CCOc1cc(/C=C2\SC(=NC)N(C)C2=O)cc(Cl)c1OC(C)=O	-1.3	-6.2	-5.9	3.2	0.1	-6.0	3.7	-5.1	1.6
N#Cc1ccc(-c2ccc(F)cc2)nc1Oc1ccc(F)cc1	5.0	-2.8	-0.4	-1.9	-5.6	5.5	-0.5	-0.5	5.7
CNc1nc2c(C)cccn2c(=O)c1C=Nc1ccc(OC)cc1	6.2	3.3	-6.0	0.2	6.5	4.8	9.4	1.6	6.2
CC1CCN(C(=O)CCc2ccc(S(=O)(=O)NC(C)(C)C)cc2)CC1	5.0	0.5	-3.1	-3.3	4.1	-3.7	0.6	0.3	3.3
CC1CCCCN1CCCNC(=O)CCCN1C(=O)c2cccnc2Sc2ccccc21 (stereo not given)	1.6	4.0	2.4	5.9	4.1	4.4	-2.9	8.0	0.7
C/C(=C\C(=O)c1ccc(F)cc1)Nc1ccc(N2CCOCC2)cc1	9.1	1.3	39.1*	7.5	4.1	2.2	5.0	-1.9	3.7

Laid out differently: results already given
CCOc1cc(/C=C2\SC(=NC)N(C)C2=O)cc(Cl)c1OC(C)=O
  pPAFAH FP inh = -1.3
  LYPLA1 counter = -6.2
  PAD4 inh = -5.9
  GSTO1 inh = 3.2
  LYPLA2 counter = 0.1
  PME-1 primary = -6.0
  PAFAH1B3 inh = 3.7
  PAFAH2 FP inh = -5.1
  PAFAH1B2 FP inh = 1.6
CC1CCCCN1CCCNC(=O)CCCN1C(=O)c2cccnc2Sc2ccccc21 (stereo not given)
  pPAFAH FP inh = 1.6
  LYPLA1 counter = 4.0
  PAD4 inh = 2.4
  GSTO1 inh = 5.9
  LYPLA2 counter = 4.1
  PME-1 primary = 4.4
  PAFAH1B3 inh = -2.9
  PAFAH2 FP inh = 8.0
  PAFAH1B2 FP inh = 0.7
CC1CCN(C(=O)CCc2ccc(S(=O)(=O)NC(C)(C)C)cc2)CC1
  pPAFAH FP inh = 5.0
  LYPLA1 counter = 0.5
  PAD4 inh = -3.1
  GSTO1 inh = -3.3
  LYPLA2 counter = 4.1
  PME-1 primary = -3.7
  PAFAH1B3 inh = 0.6
  PAFAH2 FP inh = 0.3
  PAFAH1B2 FP inh = 3.3
CNc1nc2c(C)cccn2c(=O)c1C=Nc1ccc(OC)cc1
  pPAFAH FP inh = 6.2
  LYPLA1 counter = 3.3
  PAD4 inh = -6.0
  GSTO1 inh = 0.2
  LYPLA2 counter = 6.5
  PME-1 primary = 4.8
  PAFAH1B3 inh = 9.4
  PAFAH2 FP inh = 1.6
  PAFAH1B2 FP inh = 6.2
